Screening data deposited in PubChem BioAssay by several laboratories.
STAT3 blocker – inhibitors of IL-6 induced STAT3 signaling. actives 0.89% (n = 190,000). AID 862. U3A cells, IL-6 STAT3-luciferase reporter, luminescence; host cell line lacks STAT1. inhibition, % at 5.5 µM;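 active = inhibition above the mean inhibition across all screened compounds plus 3 SD, cut at about 44% in these data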;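 note: 0% = DMSO only wells and 100% = 100 µM nifuroxazide control wells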
STAT3 activator – activators of IL-6 induced STAT3 signaling; AID 871; U3A cells, IL-6 STAT3-luciferase reporter, luminescence; 100% = signal with IL-6 EC80 alone; activation (% of control), % at 5.6 µM; actives 0.91% (n = 190,000);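 active = activation above the screen-wide mean of compound activation plus 3 SD, cut at about 130% in these data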;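 note: 0% = background luminescence of wells with medium and substrate only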
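Test system: human U3A cells carrying STAT3-luciferase construct; control set: IL-6-only wells as 100% reference; timing: compound pre-incubation 1 h before IL-6, then 6 h stimulation at 37 °C; also added: IL-6 stimulus at 33 ng/mL final; evaluation: % activation versus median of IL-6-stimulated wells; detection: reporter luminescence signal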
TLR4-MyD88 BLA – TLR4-MyD88 interaction inhibition in cells | O00206+Q99836 | HeLa CL3-4 TLR4/MyD88 BLA complementation, FRET ratio | inhibition, % at 8.4 µM | actives 0.18% (n = 200,000) | AID 861; in the data active = inhibition above about 25%;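 note: 0% = vehicle and 100% = reference inhibitor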
Target sequence (O00206 whole entry, looked up): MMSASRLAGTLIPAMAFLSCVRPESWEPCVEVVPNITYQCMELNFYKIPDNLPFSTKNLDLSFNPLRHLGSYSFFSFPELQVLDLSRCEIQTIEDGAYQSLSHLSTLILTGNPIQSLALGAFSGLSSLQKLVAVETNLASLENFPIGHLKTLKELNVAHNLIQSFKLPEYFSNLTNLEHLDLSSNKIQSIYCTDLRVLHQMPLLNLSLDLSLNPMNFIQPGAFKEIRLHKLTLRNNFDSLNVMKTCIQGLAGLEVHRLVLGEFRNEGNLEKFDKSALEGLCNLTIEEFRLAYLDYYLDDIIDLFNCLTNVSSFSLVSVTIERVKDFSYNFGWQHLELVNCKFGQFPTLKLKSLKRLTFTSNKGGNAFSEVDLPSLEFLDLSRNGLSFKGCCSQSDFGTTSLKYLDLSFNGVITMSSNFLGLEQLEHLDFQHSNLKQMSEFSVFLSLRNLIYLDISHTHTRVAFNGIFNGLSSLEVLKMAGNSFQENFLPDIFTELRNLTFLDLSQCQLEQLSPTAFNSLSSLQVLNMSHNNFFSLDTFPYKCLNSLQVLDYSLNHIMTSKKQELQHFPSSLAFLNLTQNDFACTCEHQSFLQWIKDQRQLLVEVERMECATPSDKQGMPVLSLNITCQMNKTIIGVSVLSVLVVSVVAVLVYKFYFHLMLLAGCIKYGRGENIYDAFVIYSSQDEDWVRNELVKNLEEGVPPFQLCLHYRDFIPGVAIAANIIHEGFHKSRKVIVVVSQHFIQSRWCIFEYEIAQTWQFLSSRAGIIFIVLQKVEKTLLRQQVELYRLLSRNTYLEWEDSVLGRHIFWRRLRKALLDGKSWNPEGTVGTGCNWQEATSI
Target sequence (Q99836 whole entry, looked up): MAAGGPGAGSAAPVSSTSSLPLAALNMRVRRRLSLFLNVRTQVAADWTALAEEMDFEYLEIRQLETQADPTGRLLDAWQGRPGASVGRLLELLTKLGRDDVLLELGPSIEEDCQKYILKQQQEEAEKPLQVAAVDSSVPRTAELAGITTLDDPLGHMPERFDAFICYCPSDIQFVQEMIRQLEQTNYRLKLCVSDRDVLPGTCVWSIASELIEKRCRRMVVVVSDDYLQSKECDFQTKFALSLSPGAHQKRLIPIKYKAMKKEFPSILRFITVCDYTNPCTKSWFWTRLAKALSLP
Diaph act CS – diaphorase activation or chemical reduction counter-screen; activation factor at 20 µM; Diaphorase/resazurin coupled assay, resorufin fluorescence, 16 min; active compounds read high; 1 = vehicle wells, 0 = NADH-free wells; actives 0.005% (n = 190,000);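 active = diaphorase activity raised at least twofold by the compound at 20 µM; inactive = activation factor below 2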
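Material: purified diaphorase enzyme from Clostridium kluyveri; Also added: 0.114 mM NADH and 0.1 mM resazurin, final amounts; Doses: single compound dose of 20 µM, 1% DMSO final; Times: 16 min enzyme reaction, ambient temperature; Detection: resorufin fluorescence, excitation 544 nm, emission 590 nm; Measure: increased resorufin signal from activators or reducing compounds.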
STAT1 inh – STAT1 signaling inhibition; NIH 3T3 STAT1-luciferase reporter, IFN-gamma, luminescence; inhibition, % at 5.5 µM; AID 920; actives 0.35% (n = 200,000);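 active = inhibition above a set limit, the mean inhibition across all tested compounds plus 3 SD, cut at about 34% in these data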;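 note: 0% = IFN-gamma with DMSO and 100% = IFN-gamma with 300 µM nifuroxazide; values of inactives mirror those of a sister screen read the other way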
APP transl inh – APP translation inhibition; SH-SY5Y APP 5'UTR-luciferase reporter, luminescence; inhibition, % at 2 µM; actives 0.82% (n = 190,000);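 active = inhibition above a set limit, derived from the sample mean plus 3 SD, cut at about 45% in these data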; note: values of inactives mirror those of a sister screen read the other way
STAT1 activator – activators of IFN-gamma induced STAT1 signaling; NIH 3T3 STAT1-luciferase reporter, luminescence; 100% = IFN-gamma alone, no compound; AID 932; actives 2.6% (n = 200,000); activation (% of control), % at 5.5 µM;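 active = activation above the screen-wide mean activation plus 3 SD, cut at about 130% in these data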;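 note: raw ratio to IFN-gamma control signal so 100% means no change and 0% no light; values of inactives mirror those of a sister screen read the other way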
Diaphorase inh – diaphorase inhibition or chemical oxidation counter-screen | diaphorase resazurin-to-resorufin fluorescence, NADH, 16 min; bacterial (C. kluyveri) enzyme, not human | inhibition, % at 20 µM | actives 0.69% (n = 190,000);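 active = primary screen inhibition at 20 µM above a set limit, cut at about 50% in these data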;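 note: plate controls were DMSO with full reaction for no effect and wells lacking NADH for full effect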
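System: Bacterial diaphorase enzyme (C. kluyveri) | Incubation: 16-min room-temperature incubation before reading | Benchmarks: No-NADH positive control and DMSO neutral control | Measured by: Resorufin fluorescence 544/590 nm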
G6PDH CS – L. mesenteroides G6PDH inhibition counter-screen; AID 1020; actives 0.12% (n = 200,000); inhibition, % at 5 µM; Purified L. mesenteroides G6PDH, diaphorase/resazurin coupled fluorescence, 45 min; in the data active = inhibition above about 50%
Hsp70 activator – Hsp70 transcriptional activation, primary screen; AID 1203; activation, % at 10 µM; actives 0.04% (n = 200,000); HeLa Hsp70 promoter luciferase reporter, luminescence; scaled: vehicle 0, proteasome-inhibitor control 100%;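 active = activation above the mean across all tested compounds plus 3 SD, cutoff set per campaign, cut at about 5.5% in these data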;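 note: 100% = MG132 at 30 µM as the positive control and 0% = DMSO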
The depositor's hits bear a star; . = no result given.

cpd	SMILES	STAT3 blocker	STAT3 activator	TLR4-MyD88 BLA	Diaph act CS	STAT1 inh	APP transl inh	STAT1 activator	Diaphorase inh	G6PDH CS	Hsp70 activator
1	CCOc1ccc(N2C(=O)CC(N3CCN(C(=O)c4ccco4)CC3)C2=O)cc1 (centres undefined)	6	98	5	1	-7	13	106	-3	7	-0.4
2	c1ccc2c(c1)ncc1cccn12	-46	143*	-6	0.9	-3	-10	102	12	2	-0.4
3	COc1ccc(N2CCN(Cc3cc4c(cc3O)CCC4)CC2)cc1	2	99	0	0.9	6	4	95	10	3	-0.2
4	Cc1ccc(C2=NN=C(NC(=O)CSc3nnc4c5ccccc5n(C)c4n3)SC2)cc1	-12	108	-5	0.8	5	-12	98	21	-11	-0.5
5	CCOC(=O)c1[nH]c(C)c(CN(CCc2ccccc2)S(C)(=O)=O)c1C	6	99	0	1	4	-8	97	-4	7	0.2
6	CC(C)Oc1ccc(N2CC(C(=O)OCC(=O)NCc3ccccc3)CC2=O)cc1 (centres undefined)	5	101	-13	0.9	-8	6	107	6	4	-0.4
7	Cc1nc2ccc(Br)cn2c1NC(C)(C)C	8	96	-10	0.9	4	-13	96	6	4	0.0
8	COc1ccccc1-c1ccc(C(=O)O)o1	2	104	-2	0.9	1	-24	100	7	6	-0.2
9	COCC(C)N=C1NN=C(c2cc(C)n(Cc3ccccc3Cl)c2C)CS1 (centres undefined)	42	67	6	0.9	30	-101	72	10	-2	-0.1
10	Cc1[nH]c(C(=O)N/N=C/c2ccc(N(C)C)cc2)c(C)c1C(=O)N/N=C/c1ccc(N(C)C)cc1	40	70	-1	1	-4	5	103	4	-6	-0.4
11	Cc1cc(NC(=O)CN2CCCC(C)C2)n(-c2nc3ccccc3s2)n1 (centres undefined)	-15	113	2	0.9	7	-1	93	10	2	0.2
12	O=C(CNCC1CCCCC1)Nc1ccccc1N1CCCCC1	4	100	-10	0.8	-6	12	105	19	0	0.0
13	Cc1ccc(-c2noc(CCCc3ccccc3)n2)cc1	-1	105	0	1	-14	2	112	1	2	0.1
14	CNC(=O)/C(=C\c1cccc(Oc2ccccc2)c1)NC(=O)c1ccccc1	0	101	11	0.8	5	3	95	17	-14	-0.5
15	CC1(C)C(=O)Nc2ccccc2N1C(=O)COC(=O)c1cc([N+](=O)[O-])ccc1N	4	96	6	0.9	5	-12	96	14	-18	-0.3
16	O=C(COC(=O)C1(c2ccc(F)cc2)CCCC1)NCc1ccc2c(c1)OCO2	-12	106	2	0.9	4	-5	97	8	-5	-0.4
17	CCN1/C(=C/c2ccc3cc(C)ccc3[n+]2CC)Sc2ccccc21	91*	24	16	1.3	26	81*	77	-27	-1	0.7
18	O=C(CSc1ccccc1C(=O)NCCCN1CCCC1=O)NCc1ccco1	2	101	2	0.9	4	-1	97	15	-10	-0.4
19	Cc1cccc(C)c1OCC(=O)NNC(=O)Nc1ccc(Cl)cc1	5	95	-8	0.9	-4	.	104	6	11	-0.1
20	Cc1ccc(S(=O)(=O)N2CCCOC2CNC(=O)C(=O)NCCC2=CCCCC2)cc1 (centres undefined)	-11	110	12	0.8	1	2	99	17	5	-0.3
21	CC(=O)CCc1c(C)[nH]c2ccc(NC(C)=O)cc2c1=O	8	94	-1	0.8	7	7	94	22	-2	-0.1
22	Cc1cccc(NC2(C(F)(F)F)N=C(c3ccccc3)NC2=O)n1 (centres undefined)	11	100	6	0.9	-3	-6	103	11	2	0.2
23	CSc1n[nH]c(NC2=CC(=O)CCC2)n1	4	99	12	1	-2	0	101	3	-1	0.1
24	COc1ccc(-c2nsc3c(SCc4ccccc4)ncnc23)cc1	11	93	-11	0.9	2	-22	98	10	-16	-0.3
25	CN(C)S(=O)(=O)c1cccc(NC(=O)COC(=O)/C=C/c2ccc([N+](=O)[O-])cc2)c1	6	99	-5	0.8	6	-4	96	20	-2	-0.1
26	OC(COCc1cccs1)CN1CCN(c2cccc(C(F)(F)F)c2)CC1 (centres undefined)	-1	100	5	0.9	5	10	95	8	-6	-0.1
27	COc1cccc(C(=O)N/N=C2/SCC(=O)N2CCc2ccc(OC)c(OC)c2)c1	2	105	-6	1	-2	4	102	4	-10	-0.1
28	COc1ccccc1Oc1ccc2c(c1)C(=O)N(c1ccccc1)C2=O	22	83	7	0.8	-6	-13	104	23	4	-0.1
29	CCN1C(=O)c2cccc3c(S(=O)(=O)NC(Cc4c[nH]c5ccccc45)C(=O)O)ccc1c23 (centres undefined)	-1	104	-5	0.7	-1	3	101	30	-10	-0.1
30	O=C(CCc1nc2ccccc2c(=O)[nH]1)NCc1ccco1	15	94	-1	0.9	2	-2	97	12	2	0.0
31	O=C(Nc1ccc(N2CCOCC2)cc1)c1ccccc1SCC(=O)N1CCCC1	-7	107	-19	1	-6	-17	104	4	8	-0.1
32	CCCNC(=O)COC(=O)/C=C/c1ccc2c(c1)OCO2	2	101	1	1	-6	8	106	0	4	-0.1
33	Cc1ccc(C)c(N2CCN(C(=O)C(Cc3ccccc3)n3cccc3)CC2)c1 (centres undefined)	4	104	-6	0.8	6	-14	95	23	-1	0.2
34	CN(CC(=O)Nc1ccc(Cl)c(C(F)(F)F)c1)C(=O)/C=C/c1ccco1	-7	104	10	1	8	8	93	2	-1	-0.6
35	CN(C)C(=O)CCSc1nnc(-c2ccco2)o1	13	94	-1	1	-8	-7	106	2	8	-0.1
36	CCN(CC)CC(=O)c1ccc(-c2ccccc2)cc1	15	91	4	1	-3	9	102	-5	30	0.1
37	CC(C)NC(=O)C12CC3CC(C1)CC(n1cnc(Cl)n1)(C3)C2	-4	102	-9	0.9	-12	0	111	6	2	-0.5
38	Cc1ccc(O)c(CCc2ccc(O)cc2)n1	0	102	-8	1	-7	-18	104	-2	2	-0.6
39	O=[N+]([O-])c1ccccc1S(=O)(=O)N1CCN(Cc2ccc3c(c2)OCO3)CC1	4	100	8	0.9	-8	-2	106	14	-2	-0.4
40	Cc1cc(Nc2ccc(Cl)cc2)nc(NCc2ccccc2)n1	-2	100	-3	0.9	18	14	84	9	-8	-0.4
41	O=c1/c(=C/c2ccco2)sc2nc(-c3ccccc3Br)nn12	0	106	-10	0.8	-7	-5	106	16	2	0.0
42	CCOC(=O)CC1ON(C)C(=O)N1c1ccc([N+](=O)[O-])cc1 (centres undefined)	15	93	9	0.9	11	9	90	13	3	-0.3
43	Cn1c(N)c(C#N)c(C#N)c1-c1ccccc1	10	96	-3	.	6	-1	94	.	.	-0.2
44	COc1ccc(C/C(N)=N/OC(=O)c2ccc(Cl)cc2)cc1	14	90	-4	1.1	-4	-14	102	-5	9	0.1
45	Cc1cc(C)n2nc(-c3ccco3)nc2n1	25	86	0	0.8	-8	-1	106	22	4	0.3

In another format: entries from further up
27: COc1cccc(C(=O)N/N=C2/SCC(=O)N2CCc2ccc(OC)c(OC)c2)c1
28: COc1ccccc1Oc1ccc2c(c1)C(=O)N(c1ccccc1)C2=O
29: CCN1C(=O)c2cccc3c(S(=O)(=O)NC(Cc4c[nH]c5ccccc45)C(=O)O)ccc1c23 (centres undefined)
screen / no. | 27 | 28 | 29
STAT3 blocker | 2 | 22 | -1
STAT3 activator | 105 | 83 | 104
TLR4-MyD88 BLA | -6 | 7 | -5
Diaph act CS | 1 | 0.8 | 0.7
STAT1 inh | -2 | -6 | -1
APP transl inh | 4 | -13 | 3
STAT1 activator | 102 | 104 | 101
Diaphorase inh | 4 | 23 | 30
G6PDH CS | -10 | 4 | -10
Hsp70 activator | -0.1 | -0.1 | -0.1

Additional records follow.
cpd	SMILES	STAT3 blocker	STAT3 activator	TLR4-MyD88 BLA	Diaph act CS	STAT1 inh	APP transl inh	STAT1 activator	Diaphorase inh	G6PDH CS	Hsp70 activator
46	O=C(N/N=C/c1cccs1)c1c[nH]c2ccccc12	-3	102	-9	0.9	-31	-44	129*	14	8	-0.1
47	CCN1CCN(c2nc3c(c(=O)[nH]c(=O)n3C)n2CCCc2ccccc2)CC1	6	97	-4	.	-5	6	103	.	8	-0.3
48	CCCC(=O)OCC(=O)Nc1cc(Cl)ccc1[N+](=O)[O-]	-29	133	9	0.9	12	-14	89	6	5	-0.1
49	C=CCn1c(=O)c2ccccc2n2c(SCC(=O)Nc3sc(C)c(CC)c3C(=O)OCC)nnc12	-13	109	5	0.8	-2	-12	102	19	-17	-0.4
50	CC(C)CC(c1nnnn1Cc1ccc2c(c1)OCO2)N1CCC(C(N)=O)CC1 (centres undefined)	2	100	4	0.8	-5	10	106	16	23	-0.2
51	CCOc1ccccc1N/C=C(\C#N)c1nc2ccccc2n1C	-25	127	-15	1	-10	2	109	-1	0	-0.1
52	N#Cc1nc(COc2cccc(Cl)c2)oc1N1CCCC1	10	99	-11	0.9	-11	-16	110	10	-8	-0.1
53	COc1ccccc1CC(=O)N1CCN(c2ccccn2)CC1	2	101	-7	1.1	5	-3	95	-11	17	-0.3
54	O=C1NC(=S)N(C(=O)c2ccc(F)cc2)/C1=C/c1ccccc1	29	77	-8	0.8	-10	19	108	16	-29	-0.2
55	CN(CC(=O)Nc1cccc(C#N)c1)Cc1ccc(Cl)cc1	-1	102	-14	0.9	1	21	98	14	3	-0.3
56	CCOC(=O)C1CCCN(c2c(NCCCN(C)c3ccccc3)c(=O)c2=O)C1 (centres undefined)	-4	111	2	0.9	-5	-5	104	14	14	0.2
57	COCCCNc1c2c3c(cccc3[nH]c1=O)C(=O)c1ccccc1-2	9	100	16	0.9	10	12	91	8	-6	-0.1
58	COc1cc(/C=N/NC(=S)Nc2cccc(C(=O)O)c2)cc(OC)c1OC	-6	106	-6	0.9	-6	19	106	6	-6	-0.3
59	CCS(=O)(=O)N1CCC(C(=O)NCc2ccc(OC)cc2OC)CC1	7	98	4	0.8	3	-4	94	21	0	-0.2
60	CCOc1ccc(N(C)S(=O)(=O)c2ccc3[nH]cc(C(=O)NCCOC)c(=O)c3c2)cc1	7	100	-13	0.8	-5	-1	104	21	0	0.2
61	Cc1ccc(OCCOCCn2ccnc2)c(Br)c1	13	98	4	1.1	3	-11	97	-10	6	-0.1
62	O=C(Nc1cccc(-c2cn3ccsc3n2)c1)c1ccccc1	20	89	2	0.8	-9	-10	109	18	9	0.2
63	Cc1ccc(OCc2nc(C#N)c(N3CCCC3)o2)cc1	14	92	18	1	2	1	99	4	11	-0.3
64	Cc1ccccc1OCC(=O)NC1=NCCS1	-10	109	3	0.9	-26	-53	124	9	3	0.2
65	CCCCn1c(N)c(NCc2ccccc2OC)c(=O)[nH]c1=O	-10	108	2	0.9	-9	-3	108	8	-3	-0.1
66	COc1ccc(OC)c(C(=O)c2ccc(C(=O)Nc3ccccc3)cc2)c1	12	92	-5	0.9	5	-2	96	10	-18	0.0
67	COc1ccc(C(=O)CSc2nnc(CNC(=O)c3ccco3)n2C)cc1	9	96	12	0.9	-9	-19	106	12	11	-0.3
